# Screening results (PubChem)
# uPA generation – blocks generation of uPA at the cell surface. Potency, µM (doses to about 38.3 µM), without a hit: at the top dose activity change, negative = inhibition, hits mostly inhibitors. 0.31% of 330,000 active. cell surface uPA generation assay, qHTS; active = well fitted inhibition curve with a large enough effect; inconclusive = small, poorly fitted or top-dose-only effect; inactive = no such curve, though single readings can be large or run the other way; tested in mouse RAW 264.7 cells; note: % is set by controls: 0 for no effect and ±100 for the full control effect; nearly all actives have a fitted effect of over 55% in size
# Rab9 prom act – activators of Rab9 promoter. 2.8% of 320,000 active. Huh7 Rab9 promoter-luciferase reporter, luminescence, 24 h. Potency, µM (top dose mostly 9.22 µM), inactives show top-dose activation, negative = inhibition, most hits filed as activators. AID 485297; note: % of control where 0% means no effect; nearly all actives have a fitted effect of over 60% in size
#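 Huh7 cells stably carrying a Rab9 promoter-luciferase reporter, 1500 cells per well in OP-MEM I with 10% FBS, treated with compound 24 hours at 37C. Luciferase activity read by luminescence after 10 minutes with Amplite reagent.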
# MBNL1-CUG inh – blocks human MBNL1 binding to CUG repeat RNA; Q9NR56; TR-FRET MBNL1-His/biotin-(CUG)12 binding, 665/545 ratio; Potency, µM (doses to about 57.5 µM), for inactives: at the highest dose activity change, negative = inhibition, usual class: inhibitors; 0.036% of 280,000 active; active = well fitted inhibition curve with a large enough effect in the signal ratio, with a control signal flat, not every such curve was filed as active; inconclusive = small, poorly fitted or top-dose-only effect, or effect the other way, or a change in a side signal; inactive = no such curve, though single readings can be large or run the other way; the % refers to the signal ratio; note: % is set by controls: 0 for no effect and ±100 for the full control effect
# Target sequence (Q9NR56 whole entry, looked up): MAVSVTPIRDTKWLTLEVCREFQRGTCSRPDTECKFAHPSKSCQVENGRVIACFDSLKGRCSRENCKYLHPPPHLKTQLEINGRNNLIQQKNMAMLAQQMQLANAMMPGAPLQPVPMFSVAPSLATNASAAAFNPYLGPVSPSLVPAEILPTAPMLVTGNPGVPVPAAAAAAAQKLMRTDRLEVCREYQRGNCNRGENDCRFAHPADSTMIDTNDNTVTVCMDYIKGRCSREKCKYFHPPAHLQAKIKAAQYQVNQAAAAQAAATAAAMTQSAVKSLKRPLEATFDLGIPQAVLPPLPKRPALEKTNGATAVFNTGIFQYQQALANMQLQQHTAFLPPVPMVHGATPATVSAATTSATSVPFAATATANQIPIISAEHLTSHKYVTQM
#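 Compounds (final 92 nM to 58 uM) are added to His-tagged MBNL1 and biotin-(CUG)12, then terbium anti-His antibody and streptavidin-XL665 (5 nM final). After 60 min at room temperature, the 665/545 nm ratio is read.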
# p53 reactivator – re-activators of mutant p53; H1299 p53-A138V BP100-luciferase reporter, luminescence, 24 h; Potency, µM (series often up to 92.2 µM), for inactives: at the top dose activity change, positive = activation, hits mostly activators; 0.063% of 320,000 active; AID 504706; note: % of control where 0% means no effect; nearly all actives have a fitted effect of over 45% in size
#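 H1299 (p53-null), stable ts p53-A138V + BP100-Luc; 1000 cells/well, Opti-MEM/10% FBS; cpd 4 pt, 1:5; 24 h, 37 deg C, 5% CO2; detection reagent 10 min RT; luminescence.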
# BRCA1 expr act – BRCA1 expression activation. MCF7-BRCA1-FFLuc reporter, luminescence, 48 h; response scale: scaled: vehicle 0%, 10 µM genistein 100%. Potency, µM (titrated, usually from 46.1 µM), for inactives: top-dose activation, actives largely listed as activators. 1.1% of 380,000 active; note: nearly all actives have a fitted effect of over 80% in size; some results filed as inactive show a strong effect at the top dose
#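 48 h compound treatment of MCF7-BRCA1-FFLuc cells (phenol-red free MEM, 37 °C), then 15 min with luciferase substrate and luminescence imaging.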
# FLuc counter – inhibits or activates purified firefly luciferase, miR-21 counter-screen | P08659 | purified FLuc, Km substrates, luminescence inhibition | Potency, µM (titrated, usually from 57.5 µM), without a hit: at the top dose activity change, negative = inhibition, actives largely listed as inhibitors | 6.9% of 360,000 active;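 note: plate controls were vehicle for no effect and reference inhibitor for full effect; nearly all actives have a fitted effect of over 55% in size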
#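 Biochemical qHTS of compounds, final roughly 60 µM downward over six points, against 10 nM purified firefly luciferase using Km concentrations of substrates (10 uM D-luciferin, 10 uM ATP) in Tris acetate pH 7.5 buffer; luminescence output.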
# NPC1 promoter act – NPC1 promoter activation. Huh7 NPC1 promoter luciferase reporter, 24 h. Potency, µM (doses to about 9.22 µM), inactives show at the top dose activation, hits mostly activators. 2.4% of 320,000 active;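 note: % of control where 0% means no effect; nearly all actives have a fitted effect of over 60% in size; reporter is driven by a mutant NPC1 promoter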
#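 Stably transfected Huh7 (NPC1 promoter→luciferase), 1500 cells/well in Opti-MEM + 10% FBS, 2 h settle, then compound 24 h at 37 °C. Luminescence after 10 min with Amplite reagent.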
# ELG1 genotox – induces genotoxicity in HEK293T cells with luciferase-tagged ELG1. HEK293T ELG1-luciferase reporter, luminescence, 16 h. Potency, µM (series often up to 46 µM), inactives show at the top dose activity change, positive = activation, hits mostly activators. 1.3% of 330,000 active. AID 504466; note: % of control where 0% means no effect; nearly all actives have a fitted effect of over 60% in size
#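 ELG1-luciferase HEK293T cells, 2,000/well; compound pinned in; 16 hr, 37 °C, 5% CO2; ONE-Glo, 30 min RT; luminescence on CCD imager.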
# RORg inh – ROR gamma (mouse) transcription inhibition; P51450; Drosophila S2 Gal4-RORgamma UAS-luciferase reporter, 20 h; Potency, µM (series often up to 53.6 µM), for inactives: at the highest dose activity change, negative = inhibition, actives largely listed as inhibitors; 5.4% of 310,000 active; note: % is set by controls: 0 for no effect and ±100 for the full control effect; nearly all actives have a fitted effect of over 60% in size
# Target sequence (P51450 whole entry, looked up, the tested form may be a part): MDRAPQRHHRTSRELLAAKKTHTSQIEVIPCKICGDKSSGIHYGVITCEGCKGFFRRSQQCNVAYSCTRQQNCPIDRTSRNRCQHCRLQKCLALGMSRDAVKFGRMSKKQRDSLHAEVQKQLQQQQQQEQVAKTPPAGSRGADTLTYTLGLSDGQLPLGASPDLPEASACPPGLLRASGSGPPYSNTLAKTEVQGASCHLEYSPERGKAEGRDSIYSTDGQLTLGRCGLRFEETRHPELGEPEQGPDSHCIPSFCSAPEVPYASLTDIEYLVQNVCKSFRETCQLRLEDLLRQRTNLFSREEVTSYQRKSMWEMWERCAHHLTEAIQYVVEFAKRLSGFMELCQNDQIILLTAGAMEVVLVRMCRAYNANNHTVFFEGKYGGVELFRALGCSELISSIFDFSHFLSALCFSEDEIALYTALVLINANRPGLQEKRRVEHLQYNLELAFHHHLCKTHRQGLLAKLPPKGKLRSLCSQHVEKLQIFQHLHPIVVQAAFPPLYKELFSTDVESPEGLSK
#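 Compounds are pin-transferred onto Drosophila Schneider cells expressing a copper-inducible Gal4–ROR gamma transactivation domain fusion. After 1 hr, copper sulfate is added to 700 uM final; luciferase is read 20 hr later.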
# VP16 counter – counter-screen for ROR gamma inhibitors: Gal4-VP16 reporter | Drosophila S2 Gal4-VP16 UAS-luciferase, luminescence, 20 h | Potency, µM (doses to about 53.6 µM), without a hit: at the highest dose activity, negative = inhibition, usual class: inhibitors | 3.5% of 310,000 active | AID 2546;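 note: Gal4-VP16 expression switched on by copper sulfate through the metallothionein promoter; % is set by controls: 0 for no effect and ±100 for the full control effect; nearly all actives have a fitted effect of over 50% in size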
# * marks the source's active call; other numbers are inactive results; ? = inconclusive; · = not tested or not shown; [ ] = remark or other dose. Unless noted, calls come from the whole dose curve; as a rule, active = well fitted curve in the direction sought with a large enough effect; inconclusive = small, poorly fitted or top-dose-only effect, or another doubt; inactive = no such curve, though single readings can be large; an effect the other way counts as inactive or inconclusive. Potency is the fitted concentration of half-maximal effect.
SMILES | uPA generation | MBNL1-CUG inh | ELG1 genotox | BRCA1 expr act | NPC1 promoter act | RORg inh | p53 reactivator | Rab9 prom act | FLuc counter | VP16 counter
CCOc1c(CNc2nnnn2C)cccc1OC | -1.6% | -3.8% | -1.8% | -20.0% | -11.1% | 14.5% | -2.2% | -2.8% | 0.0% | 2.7%
CC(C)(CO)NC(=O)Nc1ccc(Cl)c(Cl)c1 | -3.2% | -4.9% | -6.7% | 27.6% | -2.6% | 22.6% | 8.0% | -2.4% | -5.0% | 2.1%
Nn1cnnc1N/N=C/c1ccc(Cl)cc1Cl | -9.2% | ? | 0.6% | -86.2% | 0.7% | -18.8% | -6.8% | 12.0% | -15.1% | -9.0%
COc1ccc(CNC(=O)CSc2ccsc2[N+](=O)[O-])cc1 | -5.1% | ? | ? | 10µM* | ? | ? | -6.1% | 2.24µM* | 16.9µM* | ?
CCOc1ccc(C(C(=O)NC2CCCCC2)N(C(=O)c2ccccn2)c2cccnc2)cc1 (stereo not given) | -1.0% | -2.0% | -0.6% | 19.4% | -1.9% | -8.5% | 3.1% | -3.2% | 1.5% | 0.8%
COc1cc(OC)cc(C(=O)NC(=S)N2CCCCC2c2cccnc2)c1 (stereo not given) | -10.8% | -9.4% | -1.8% | -17.0% | 0.0% | 38.4% | 7.3% | 2.6% | -1.2% | 3.98µM*
O=C(c1sc2cc(F)ccc2c1Cl)N1CCN(c2ccccc2)CC1 | -12.4% | -4.8% | -0.3% | -1.2% | 0.4% | 26.7% | 8.2% | -2.7% | -0.7% | ?
CC(C)NC(=S)N/N=C/c1cccs1 | -8.9% | 12.9% | 13.3% | 20.1% | 3.0% | 0.794µM* | -0.1% | -0.3% | 0.9% | 1.12µM*
Cn1c(Cl)c(/C=N/OC(=O)c2ccc(Cl)cc2)c2ccccc21 | -11.3% | -1.4% | -1.5% | -15.9% | 9.5% | -20.8% | 4.5% | -1.9% | 3.38µM* | -4.3%
CCCCCNS(=O)(=O)c1cc2c3c(c1)CCC(=O)N3CCC2 | -0.1% | -1.7% | 2.2% | -22.3% | -0.2% | -1.8% | -4.9% | -8.8% | -4.3% | -10.1%
O=C(CCl)Nc1cn(-c2ccccc2)nc1-c1ccccc1 | ? | -8.7% | -0.4% | -80.5%[inhibitor] | -3.5% | ? | -11.5% | 4.8% | -17.1% | ?
O=C(CN1CCN(C(=O)C2CCCO2)CC1)Nc1cc(C(F)(F)F)ccc1Cl (stereo not given) | 4.6% | -3.7% | -9.5% | -22.0% | 0.4% | · | · | -6.0% | -0.3% | ·
COc1ccc(Nc2oc(-c3ccco3)nc2S(=O)(=O)c2ccc(F)cc2)cc1 | 2.0% | -4.6% | 2.8% | -51.1% | -1.7% | ? | -4.0% | ? | -2.4% | -5.1%
O=C(COc1cccc2c1CCN(Cc1ccc(Cl)cc1)C2=O)N1CCOCC1 | 1.0% | · | -14.3% | -7.8% | -5.5% | 36.7% | -3.7% | -2.2% | -1.0% | -14.8%
COc1ccc(N(CC(=O)NC2CCCCC2)C(=O)CNC(=O)c2ccco2)cc1OC | 2.9% | -1.0% | 1.4% | 8.3% | -1.6% | -29.0% | -6.6% | -4.1% | 4.0% | 0.8%
Cc1ccccc1C(=O)NC1CCN(CC(=O)Nc2ccc3c(c2)OCCO3)CC1 | -6.2% | -9.4% | 13.5% | ? | -1.3% | -17.2% | 3.5% | -6.2% | -12.9% | -2.4%[10 µM]
COc1ccc(S(=O)(=O)NCC2CCCN(Cc3ccccc3C)C2)cc1 (stereo not given) | 8.3% | -4.3% | 1.0% | -1.5% | -2.0% | 1.4% | 3.0% | -2.4% | -1.8% | 10.9%
Clc1ccc(CN2CCC(c3ccccc3)CC2)cc1 | -15.5% | 3.0% | -4.7% | 13.2% | -5.0% | -9.7% | 7.9% | -3.1% | -1.5% | 2.4%
CCN(Cc1ccccc1)C(=O)C1CCN(C(=O)Nc2ccccc2)CC1 | 1.2% | -0.5% | 1.0% | 21.1% | 1.2% | -11.8% | 4.2% | -7.0% | 0.4% | -6.8%
Cc1ccc(-c2nnc(SCC(=O)Nc3nc4c(s3)CCCC4)n2C)cc1 | · | 0.1% | 11.1% | -1.7% | 0.7% | -3.6% | 0.1% | -0.3% | 1.2% | 8.2%
O=C(CSc1nnc2ccccn12)c1ccc(Cl)cc1 | 4.6% | 2.6% | ? | 47.3% | 22.6% | 11.5% | 15.3% | 3.55µM* | ? | 5.1%
COc1cc(NC(=O)NCc2ccncc2)cc(OC)c1OC | 2.5% | 0.1% | -4.4% | -13.5% | -6.1% | 5.6% | 11.2% | 6.6% | 4.5% | -7.6%
Cn1c(Cn2c(=O)sc3ccccc32)nnc1SCC(=O)NCCc1ccccc1 | 17.1% | 6.7% | 0.6% | -8.7% | -3.1% | -29.2% | 8.2% | 0.0% | 1.0% | -5.5%
COc1ccc(-c2cc(C(=O)NNC(=O)c3csc(N4CCOCC4)n3)c3ccccc3n2)cc1 | -2.1% | · | -23.5% | -13.6% | -2.2% | · | 3.0% | 2.4% | 12µM* | ·
N=C1/C(=C/c2cccn2CCOc2ccccc2)C(=O)N=C2SC=C(c3ccccc3)N12 | ? | · | -7.3% | -76.3% | -13.3% | -1.3% | 8.4% | -1.5% | 0.0% | -5.1%
CC(C)Nc1nc(Oc2cccc(Cl)c2Cl)cc(C(F)(F)F)n1 | 8.2% | 9.5% | -1.4% | -15.1% | -1.3% | ? | -1.0% | 2.6% | -1.2% | ?
CCOc1ccccc1NC(=S)Nc1ccccc1F | 7.2% | -9.7% | -5.6% | -0.7% | 7.9% | 11.2µM* | -3.2% | -2.6% | 4.9% | ?
O=S(=O)(NCCCc1ccccc1)c1ccc(F)c(F)c1 | -0.1% | -3.0% | -6.2% | 0.0% | -3.9% | 27.4% | 1.0% | 1.0% | -0.6% | -4.5%
O=[N+]([O-])c1cc(Br)c(OCc2nnc(-c3ccccc3)o2)c(Br)c1 | 4.7% | 25.5% | -6.6% | -7.9% | 0.4% | ? | 15.4% | 2.6% | ? | -15.6%
CCOC(=O)c1sc(NC(=O)C2CSC3(C)CCC(=O)N23)nc1C (stereo not given) | 2.6% | · | 2.7% | 2.2% | -3.6% | · | 4.8% | -6.8% | 0.3% | ·
O=c1cc(CN2CCc3ccccc3C2)nc2sccn12 | 7.2% | 2.7% | 2.1% | -20.1% | 2.5% | 22.7% | -2.0% | 0.5% | 6.4% | 3.5%
O=C(CCN1CCCCO1)N1CCCC(Nc2ccc(F)c(F)c2)C1 (stereo not given) | -1.7% | -9.3% | 8.4% | -4.5% | -0.3% | 0.7% | 14.9% | 4.8% | 4.1% | 2.7%
O=C(CCc1ccccc1)NC(c1cccs1)c1cc(Cl)c2cccnc2c1O (stereo not given) | 10.4% | 13.9% | ? | 0.0% | -21.7% | 0.631µM* | ? | -35.7%[inhibitor] | 4.7% | 0.794µM*
Cc1ccccc1OCC(=O)NNC(=O)c1ccc2c(=O)n3c(nc2c1)CCC3 | -2.7% | · | 0.3% | -14.1% | 0.1% | · | 4.4% | 1.8% | 0.8% | ·
NC(=S)N/N=C/c1coc2ccc(F)cc2c1=O | 2.0% | -11.4% | -6.7% | 1.9% | -4.9% | 12.8% | 1.9% | -2.5% | 3.9% | 0.0%
CNC(=O)/C(C#N)=C/c1c(N2CCN(c3cccc(Cl)c3)CC2)nc2c(C)cccn2c1=O | -1.5% | 5.9% | -7.8% | -78.4% | -0.3% | 1.3% | -3.6% | 1.0%[1.84 µM] | -0.2% | -0.7%
O=C(/C=C/c1ccccc1)OCCCCN=C1NS(=O)(=O)c2ccccc21 | 2.2% | 3.0% | -10.5% | -1.6% | -6.7% | 27.1% | 10.2% | -4.7% | -7.3% | -17.8%
CN(c1ccccc1C(=O)Nc1ccc2c(c1)n(C)c(=O)n2C)S(C)(=O)=O | -7.5% | 1.4% | ? | -2.0% | -0.5% | 10.0% | · | -4.7% | 1.0% | 1.3%
O=C(/C=C/c1ccccc1)NCC1(c2ccccc2)CCOCC1 | 4.6% | 9.3% | -3.9% | 0.9% | -4.1% | 11.4% | 0.1% | -0.6% | -4.4% | -3.9%
COc1cccc(NC(=O)CN(C)CC(=O)c2c(C)[nH]c3ccccc23)c1 | 7.2% | · | -1.2% | -7.8% | -3.8% | · | -4.3% | -1.4% | · | ·
CCn1cc(C(=O)N2CCc3ccccc32)c(=O)c2cc(S(=O)(=O)N3CCOCC3)ccc21 | -2.7% | -4.0% | 1.3% | -1.0% | 1.2% | 7.1% | -8.1% | -7.7% | -2.0% | -11.9%
CCOC(=O)C1CCCN(C(=S)Nc2ccc(S(=O)(=O)N3CCOCC3)cc2)C1 (stereo not given) | 1.0% | · | -2.8% | -6.4% | · | · | 2.2% | · | · | ·
CCS(=O)(=O)c1c([N+](=O)[O-])ncn1C | ? | ? | 9.2% | -23.3% | -6.8% | ? | -32.9%[inhibitor] | -18.3% | 1.0% | 10µM*
COc1ccccc1C1CCN(c2ccc(CO)cc2[N+](=O)[O-])CC1 | 1.5% | ? | 1.7% | -2.7% | -4.7% | 8.8% | 6.1% | -1.7% | ? | -20.1%
Cc1noc(C)c1CSCC(=O)Nc1ccc(S(=O)(=O)C(F)F)cc1 | 0.8% | · | -6.0% | -24.3% | -0.7% | · | -1.5% | -3.9% | 1.6% | ·
